Screens (PubChem BioAssay)
UDG counter = Primary qHTS assay for inhibitors of Activation Induced Cytidine Deaminase (AID): UDG Counterscreen signal. FRET deamination/UDG coupled assay, UDG read, 4 h. Potency, µM (highest dose often 115 µM), for inactives: top-dose activity change, negative = inhibition, most hits filed as inhibitors. 91,000 compounds, 0.14% hits; further: nearly all actives have a fitted effect of over 65% in size
AID inhibitor = Primary qHTS assay for inhibitors of Activation Induced Cytidine Deaminase (AID): AID signal. Single-stranded DNA cytosine deaminase (Homo sapiens), Q9GZX7. AID deamination FRET fluorescence, UDG-coupled, 4 h. Potency, µM (series often up to 115 µM), for inactives: at the highest dose activity change, negative = inhibition, usual class: inhibitors. 91,000 compounds, 0.32% hits; further: nearly all actives have a fitted effect of over 25% in size
Target sequence (Q9GZX7 whole entry, looked up): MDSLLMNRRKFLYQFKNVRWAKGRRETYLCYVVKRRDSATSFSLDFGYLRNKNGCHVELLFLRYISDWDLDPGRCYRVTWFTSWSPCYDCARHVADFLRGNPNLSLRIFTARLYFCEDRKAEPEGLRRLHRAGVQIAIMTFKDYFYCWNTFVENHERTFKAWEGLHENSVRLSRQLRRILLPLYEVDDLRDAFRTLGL
Numbers without * were called inactive; u = inconclusive; [ ] = dose if it differs, or a comment. The call rests on the fitted dose curve; in most records, active means well fitted curve in the direction sought with a large enough effect; inconclusive means small, poorly fitted or top-dose-only effect, or another doubt; inactive means no such curve, though single readings can be large; an effect the other way counts as inactive or inconclusive. On the % scale 0 is the no-effect control and ±100 the full control effect; potency means the concentration at half of the fitted maximal effect.

Sequence of screens: AID inhibitor | UDG counter
- Cc1ccccc1Cn1c2ccccc2c2cnn(CC(=O)NC3CCC(C)CC3)c(=O)c21 (stereo not drawn)
  6% | -16%[57.5 µM]
- Cc1ccc2c(c1)C(C)(C)C1(/C=C/c3ccc(Cl)cc3)NC(=O)CN21 (stereo not drawn)
  3% | 5%
- COc1ccccc1N1CCN(S(=O)(=O)c2ccc3c(c2)oc(=O)n3C)CC1
  -5% | -12%
- Cc1cnc(C(=O)NC(c2ccccc2)c2ccccn2)cn1 (stereo not drawn)
  -5% | 3%
- O=C(Nc1nnc(C2CC2)s1)c1nn(Cc2ccccc2)c(=O)c2ccccc12
  -5% | -4%
- O=c1cc(-c2ccccc2Cl)oc2ccc(Br)cc12
  -10% | -1%
- CCn1c(=O)c2sccc2n2c(CCCC(=O)N3CCN(c4ccc(OC)cc4)CC3)nnc12
  7% | 4%
- CCCOc1cc(S(=O)(=O)NC(CC)CO)ccc1Cl (stereo not drawn)
  -1% | 4%
- CCOc1ccc(C(=O)NCCS(=O)(=O)N2CCN(c3ccccc3F)CC2)cc1OCC
  13% | 1%
- Cc1ccc(NC(=O)c2cc(-c3ccncc3)nc3ccccc23)c(O)c1
  -2% | -5%
- CCOc1ccc(NC(=O)COc2ccc(C)c(C)c2)c2cccnc12
  25% | 4%
- Cc1nc2nc(NCc3ccccc3)[nH]n2c(=O)c1CCC(=O)Nc1cccc2ccccc12
  3% | -6%
- Cc1nnc(N2CCC(C(=O)NCCc3ccccc3Cl)CC2)c2nn(-c3ccccc3)c(C)c12
  u | -8%
- O=C(Nc1cccc2cccnc12)c1cccc2c(Br)cccc12
  27% | 3%
- Clc1ccc(COc2ccc(-n3cnnn3)cc2)cc1Cl
  0% | 3%
- O=C(Nc1cc(-c2nc3ccccc3o2)ccc1Cl)c1sc2c([N+](=O)[O-])cccc2c1Cl
  -4% | -15%
- CCc1nn(CC(=O)NCCc2ccc(Cl)cc2)c(=O)c2cc3ccccc3n12
  -10% | -4%
- NC(=O)C1=C(Nc2ccc(F)cc2F)c2ccccc2S1(=O)=O
  36%[activator] | -14%
- O=C(NCC(c1cccs1)N1CCCCC1)c1cc(=O)c2ccc(Br)cc2o1 (stereo not drawn)
  1% | 3%
- Cc1cccn2c(=O)cc(COc3cccc(NC(=O)COc4ccccc4)c3)nc12
  -15% | -5%
- Cc1ccc(S(=O)(=O)c2nc(-c3ccc(F)cc3)oc2SCC(=O)c2ccccc2)cc1
  7% | -15%
- CCOc1ccccc1NC(=O)C1CCN(S(=O)(=O)c2cccs2)CC1
  -1% | u
- O=C(Nc1ccccc1C(F)(F)F)c1cccc(Cl)c1Cl
  -10% | -11%
- Clc1ccc2c(N/N=C/c3cccs3)ccnc2c1
  -7% | 2%
- Cn1c(=O)c2[nH]c(C3CCCC3)nc2n(C)c1=O
  5% | 9%
- COc1cccc(NC(=O)CCSc2nc(-c3ccco3)cc(C(F)(F)F)n2)c1
  u | -11%
- CC(=O)Nc1ccc(C(=O)N(CCc2ccccc2)Cc2cccs2)s1
  -16% | -14%
- CC1C(=O)Nc2ccc(-c3csc(NC4CCCC4)n3)cc21 (stereo not drawn)
  -6% | -10%
- Cc1ccc2c(c1)-c1nc(-c3ccc4c(c3)NC(=O)CO4)cc(-c3ccccc3)c1CO2
  3% | 0%
- Cc1ccc(C)c(NC(=O)CSc2nc(=O)n(Cc3ccccn3)c3c2CCC3)c1
  -18% | 8%
- COc1ccc(NC(=O)Nc2c[nH]c(=O)[nH]c2=O)c(OC)c1
  46%[activator] | 19%
- O=C(Nc1cc(Cl)cc(Cl)c1)c1ccc(F)c(S(=O)(=O)NCc2ccccc2Cl)c1
  8% | -1%
- Cc1ccc2oc(=O)c3cnn(CC(=O)N4CCN(c5cc(Cl)ccc5C)CC4)c3c2c1
  -17% | 1%
- NC(=O)CSc1nnc(-c2ccccc2Br)n1-c1cccc(C(F)(F)F)c1
  -2% | -2%
- COC(=O)c1ccc(NC(=O)C2CCN(c3oc(-c4ccco4)nc3C#N)CC2)cc1
  -3% | -1%
- N#Cc1nc(COc2ccc(Br)cc2)oc1N1CCCCCC1
  -16% | -11%
- Cc1c(Cl)cccc1NC(=O)c1ncoc1-c1ccco1
  4% | u
- CCOc1ccc(OCC)c(NC(=O)c2csc3c2CCCC3)c1
  4% | -12%
- Cc1oc2cc(OCC(=O)NC(C)c3ccco3)ccc2c(=O)c1Oc1ccccc1 (stereo not drawn)
  -7% | -9%
- COC(=O)c1ccccc1NC(=O)CSc1nc(-c2ccccc2)cc(C(F)(F)F)n1
  15%[57.5 µM] | -5%[57.5 µM]
- O=C(COc1ccc2ccc(=O)oc2c1)c1ccccc1
  -11% | 3%
- Cc1c(C)c2ccc(OCC(=O)NCCN3CCOCC3)c(C)c2oc1=O
  1% | 0%
- COc1ccc(S(=O)(=O)N2CCC(Oc3ccc(-n4cnnn4)cc3)CC2)cc1OC
  -24% | 1%[57.5 µM]
- CCS(=O)(=O)N1CCC(n2c(C(F)(F)F)nc3cccnc32)CC1
  16% | 7%
- CCCNC(=O)NC(=O)CSc1cc(C)c2ccccc2n1
  -21% | -10%
- CCOc1ccc(NC(=O)c2cc3cc(OC)ccc3oc2=O)cc1
  7% | 9%
- COc1cc(/C=N/NC(=O)CNc2cccc(C(F)(F)F)c2)ccc1OC(=O)c1ccc(F)cc1
  0% | 4%
- CCN(c1ccccc1)S(=O)(=O)c1nnc(NC(=O)COc2cccc(C)c2)s1
  28% | 9%[57.5 µM]
- CCc1cccc(NC(=O)Cn2c(=O)n3nc(-c4cccc(F)c4)nc3c3ccccc32)c1
  3% | -10%[57.5 µM]
- Fc1ccc(NC(=S)NCC(c2ccccc2)c2ccccc2)cc1
  -14% | -16%

(listing goes on)
Sequence of screens: AID inhibitor | UDG counter
- Cc1cc(N2CCC(C(=O)Nc3ccccc3Cl)CC2)n2nc(C)c(-c3ccc(Cl)cc3)c2n1
  -6% | -2%
- COc1cc(C(=O)Oc2c(Sc3ccccc3)c(C)nn2-c2ccccc2)cc(OC)c1OC
  0% | -8%
- COc1cccc(CNC(=O)CCS(=O)(=O)c2cc3c(cc2C)NC(=O)CO3)c1
  30%[activator] | 3%
- N#C/C(=C\c1ccc(OC(=O)c2ccc(Br)cc2)cc1)C(=O)Nc1ccccc1C(F)(F)F
  -6% | -4%
- COc1ccc(-c2csc3ncn(-c4ccccc4)c(=O)c23)cc1OC
  -3% | -12%
- CC1(C)Cc2c(sc3c2c(=O)n(CCCO)c(=O)n3Cc2ccccc2)CO1
  -11% | -6%
- Cc1ccccc1NC(=O)Nc1nnc(N(C)Cc2ccccc2)s1
  -22% | u
- O=C(NCc1ccc(Cl)cc1)c1ccc2oc(=O)n(Cc3ccccc3)c2c1
  8% | 6%
- Cc1c(C(=O)Nc2ccccc2Cl)sc2ncnc(N(C)C3CCCCC3)c12
  -1% | -6%
- CCc1cccc(NC(=O)CC(c2ccc(OC)cc2)N2Cc3ccccc3C2=O)c1 (stereo not drawn)
  4% | 1%[57.5 µM]
- Cc1cccc(-n2cccc2C=O)c1C
  0% | 1%
- Cc1nc(N2CCOCC2)c2c(C(=O)NCCc3ccccc3)c(C)oc2n1
  11% | 3%
- CCNC(=O)C1CCN(Cc2nnnn2-c2ccccc2)CC1
  3% | 3%
- O=Cc1cc(Cl)ccc1O
  -3% | -1%
- C=C(C)Cn1c(SCCOCC)nc2c1c(=O)[nH]c(=O)n2C
  -2% | -1%
- N#Cc1ccc(/C=C2\Oc3cc(O)ccc3C2=O)cc1
  -2% | 7%
- CCCCCCc1ccc(-c2ccc(CCCCCC)cn2)cc1
  -6% | -1%
- COC(=O)c1ccc(OC)c(Cn2c(=O)n(-c3cccc(Cl)c3)c(=O)c3c4c(sc32)CN(C(C)=O)CC4)c1
  10% | 12%
- CCN(CC)CCCNC(=O)c1nn(-c2ccc(OC)c(Cl)c2)c(=O)c2c1c1ccccc1n2C
  5% | 0%
- Cc1ccc2c(CN3C(=O)c4ccccc4S3(=O)=O)cc(=O)oc2c1C
  0% | -5%
- Cc1ccc(C)c(N2CCN(C(=O)c3ccc4c(=O)n(CCc5ccccc5)c(=O)[nH]c4c3)CC2)c1
  -16% | -16%
- C/C(=N\Oc1cc(N)cc([N+](=O)[O-])c1)c1ccncc1
  2% | 5%
- COc1ccccc1N1CCN(C(=O)c2cnn(C(C)(C)C)c2C2CCN(C(=O)OC(C)(C)C)CC2)CC1
  -25% | 4%
- CCCCOc1ccc(CNC(=O)c2ccc(NC(=O)N3CCCCc4ccccc43)cc2)cc1
  -2% | 45%[activator]
- O=C(NC1CCCC1)c1ccc(Br)cc1
  -10% | -9%
- COc1ccccc1CNC(=O)Cc1csc2nc(-c3ccc(F)cc3)cn12
  11% | -1%
- Cc1nn(Cc2cccc(Cl)c2)c(C)c1NS(=O)(=O)c1c(C)nn(C(F)F)c1C
  3% | -5%
- Cc1ccc(Cl)cc1N(C)C(=O)c1cn(C2CCCCC2)c(=O)c2c1c1ccccc1n2C
  u | u
- O=C(NCCc1ccc(Cl)cc1)c1ccc2c(c1)N(Cc1ccccc1F)C(=O)c1ccccc1S2(=O)=O
  -12% | -2%
- CC1(C)CC(=O)C2=C(C1)OC(N)=C(C#N)C2c1cccc(Cl)c1 (stereo not drawn)
  -7% | -7%
- CCOc1ccc(NC(=O)CSc2oc(-c3ccc(F)cc3)nc2S(=O)(=O)c2ccc(C)cc2)cc1
  3% | 2%
- COc1ccc(-n2c(/C=C/c3c(C)[nH]c4ccccc34)nc3ccccc3c2=O)cc1
  4% | -19%
- CCC(=O)N1CCc2cc(Br)cc(S(=O)(=O)CCC(=O)NCc3ccc(Cl)cc3)c21
  11% | -12%
- O=S(=O)(NCC(c1ccco1)N1CCN(c2ccc(F)cc2)CC1)c1ccccc1 (stereo not drawn)
  12% | 4%
- Cc1oc2ncn(C)c(=O)c2c1C(=O)N1CCN(c2cccc(C(F)(F)F)c2)CC1
  29% | -13%
- Cc1cc2oc(=O)c(CC(=O)O)c(C)c2c2occ(-c3ccc(F)cc3)c12
  u | 6%
- Cc1ccc(CSc2nnc(CCNC(=O)OC(C)(C)C)o2)cc1
  -9% | 11%
- COc1ccccc1Nc1nc(N)nc(N)c1S(=O)(=O)c1ccccc1
  -24% | -5%
- CC(NS(=O)(=O)c1ccccc1F)C(=O)Nc1cccc(C(C)C)c1 (stereo not drawn)
  3% | 8%
- COc1ccc(NC(=O)C(=O)NCCc2csc3nc(-c4ccccc4F)nn23)cc1OC
  22% | 27%

Compound profiles (already shown). Order of values: AID inhibitor	UDG counter
`CCC(=O)N1CCc2cc(Br)cc(S(=O)(=O)CCC(=O)NCc3ccc(Cl)cc3)c21` reads 11%	-12%
`Cc1cc2oc(=O)c(CC(=O)O)c(C)c2c2occ(-c3ccc(F)cc3)c12` reads u	6%
`COc1ccccc1Nc1nc(N)nc(N)c1S(=O)(=O)c1ccccc1` reads -24%	-5%
`CC(NS(=O)(=O)c1ccccc1F)C(=O)Nc1cccc(C(C)C)c1` (stereo not drawn) reads 3%	8%
`COc1ccc(NC(=O)C(=O)NCCc2csc3nc(-c4ccccc4F)nn23)cc1OC` reads 22%	27%

(further entries)
Sequence of screens: AID inhibitor | UDG counter
- Cc1ccc(Cl)cc1NC(=O)c1oc2ccc(S(=O)(=O)N3CCCCC3)cc2c1C
  -7% | -9%
- CC1CCCC(NC(=O)CCC2CCCO2)C1 (stereo not drawn)
  -2% | -3%
- CN(C)c1ccc(C=Nc2cccc(C(=O)c3ccccc3)c2)cc1
  38%[activator] | 2%
- C#CCOc1ccc(C2CC(=O)Nc3c2c(C)nn3-c2nc(C)cc(C)n2)cc1 (stereo not drawn)
  -1% | 8%
- O=C(Nc1ccccc1Br)C12CC3CC(CC(Cl)(C3)C1)C2
  -7% | 1%
- CC(C)CCC(=O)NCC(C)N1CCCC1 (stereo not drawn)
  -1% | 1%
- O=C(CSc1nnc(-c2cccs2)o1)Nc1cccc(C(F)(F)F)c1
  2%[57.5 µM] | -16%[57.5 µM]
- CCOc1ccc(C(=O)NCCc2csc(-c3cccc(C)c3)n2)cc1
  u | -11%[57.5 µM]
- O=C(NCc1ccccc1Cl)c1cccc2c1-c1ccccc1C2=O
  -1% | 3%
- CC(c1cccc(Cl)c1)N(C)CCS(=O)(=O)CCC(N)=O (stereo not drawn)
  7% | 6%
- COc1cccc(NC(=O)COc2coc(CN3CCSCC3)cc2=O)c1
  0% | 0%
- CSCC[C@H](NC(=O)Cc1ccccc1)c1nc2ccccc2[nH]1
  2% | 2%
- COc1ccc(-c2nc3c(C(C)(C)C)cc(C(C)(C)C)c(O)c3o2)cc1
  -12% | -8%
- Cc1cc(C(=O)N2CCN(c3ccc(F)cc3)CC2)c2c(C)nn(-c3cccc(Cl)c3C)c2n1
  -6% | -2%
- CCCC(=O)Nc1ccccc1N1CCN(Cc2nc3ccccc3n2C)CC1
  1% | -2%
- COc1ccc(NC(=O)c2cc(S(=O)(=O)NCCC3=CCCCC3)ccc2F)cc1
  3% | 4%
- O=C1Nc2cc3c(cc2C1(O)C(F)(F)F)OCO3 (stereo not drawn)
  37%[activator] | 0%
- CCc1ccc(-n2c(=O)c3c4c(sc3n(CC(=O)c3ccc(Br)cc3)c2=O)CCC4)cc1
  8% | -9%
- CCCOc1ccc(C2c3c(-c4ccccc4O)n[nH]c3C(=O)N2CCCOCC)cc1OCC (stereo not drawn)
  -8% | -11%

These rows are one share of the data. The share of hits here may be higher or lower than overall.
